Screens from PubChem BioAssay.
NPC1 prom act: activators of NPC1 promoter | Huh7 NPC1 promoter luciferase reporter, 24 h | Potency, µM (highest dose often 9.22 µM), for the others: top-dose activation, most hits filed as activators | hit rate 2.4% among 320,000 | AID 485313;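 further: potency means the concentration at half of the fitted maximal effect; % of control where 0% means no effect; nearly all actives have a fitted effect of over 60% in size; reporter is driven by a mutant NPC1 promoter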
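Stable NPC1-promoter luciferase Huh7 line; cpd (DMSO) 24 h, 37 °C, 5% CO2; Amplite luciferase reagent 10 min RT; luminescence readout. qHTS format.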
Tb PFK block: inhibitors of T. brucei phosphofructokinase | O15648 | T. brucei PFK, ADP-Glo luminescence | Potency, µM (doses to about 57.5 µM), inactives show at the top dose activity, negative = inhibition, most hits filed as inhibitors | hit rate 0.17% among 330,000;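 further: potency means the concentration at half of the fitted maximal effect; 0% = uninhibited 1x PFK enzyme wells and -100% = no-enzyme wells; nearly all actives have a fitted effect of over 60% in size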
Target sequence (O15648 whole entry, looked up): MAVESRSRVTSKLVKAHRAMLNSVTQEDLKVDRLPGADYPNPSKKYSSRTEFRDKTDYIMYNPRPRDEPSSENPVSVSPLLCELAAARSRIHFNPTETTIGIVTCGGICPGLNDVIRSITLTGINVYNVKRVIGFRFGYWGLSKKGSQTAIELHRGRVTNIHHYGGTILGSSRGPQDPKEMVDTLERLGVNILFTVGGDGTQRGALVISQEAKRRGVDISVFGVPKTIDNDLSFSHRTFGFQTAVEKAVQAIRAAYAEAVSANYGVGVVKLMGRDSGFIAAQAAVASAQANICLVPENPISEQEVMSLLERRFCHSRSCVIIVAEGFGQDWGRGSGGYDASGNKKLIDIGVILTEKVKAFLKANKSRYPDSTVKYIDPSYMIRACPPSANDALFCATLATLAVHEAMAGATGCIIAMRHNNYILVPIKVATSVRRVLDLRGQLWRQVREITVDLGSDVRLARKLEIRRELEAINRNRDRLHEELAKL
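1.25 nM PFK with 0.5 mM F6P and 0.1 mM ATP in 0.1 M TEA pH 8.0, 5 mM MgCl2, incubated 45 min at room temperature; ADP measured by ADP-Glo luminescence; compounds titrated up to 57 uM.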
Coupling enz: counter-screen for Giardia aldolase inhibitors: coupling enzyme system; coupling enzyme system counterscreen, AmpLite Red fluorescence; activity change, negative = inhibition, % at 58.2 µM, hits read low; hit rate 0.67% among 290,000; AID 2472; in the data active means activity change below about -30%; further: on the % scale 0 is the no-effect control and ±100 the full control effect
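Final compound at 57.5 uM, incubated 10 min at RT with coupling enzyme reagent (glyceraldehyde-3-phosphate), then 20 min with substrate and AmpLite Red detection. Fluorescence read at 525/598 nm; tests interference with the coupling assay, not aldolase inhibition.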
FLuc modulator: firefly luciferase modulation, counter-screen for miR-21 project; Potency, µM (titrated, usually from 57.5 µM), without a hit: at the top dose activity change, negative = inhibition, actives largely listed as inhibitors; purified FLuc, Km substrates, luminescence inhibition; hit rate 6.9% among 360,000;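 further: potency means the concentration at half of the fitted maximal effect; plate controls were vehicle for no effect and reference inhibitor for full effect; nearly all actives have a fitted effect of over 55% in size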
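Purified P. pyralis luciferase (10nM final) with 10uM D-luciferin and 10uM ATP (Km levels) in 50mM Tris acetate pH 7.5, 10mM Mg acetate, 0.01% Tween-20, 0.05% BSA; qHTS 6-point titration, ~60 µM downward; luminescence read.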
RORgamma inh: blocks mouse ROR gamma transcriptional activity. hit rate 5.4% among 310,000. Drosophila S2 Gal4-RORgamma UAS-luciferase reporter, 20 h. Potency, µM (titrated, usually from 53.6 µM), for the others: at the top dose activity change, negative = inhibition, actives largely listed as inhibitors; further: potency means the concentration at half of the fitted maximal effect; on the % scale 0 is the no-effect control and ±100 the full control effect; nearly all actives have a fitted effect of over 60% in size
Target sequence (P51450 whole entry, looked up, the tested form may be a part): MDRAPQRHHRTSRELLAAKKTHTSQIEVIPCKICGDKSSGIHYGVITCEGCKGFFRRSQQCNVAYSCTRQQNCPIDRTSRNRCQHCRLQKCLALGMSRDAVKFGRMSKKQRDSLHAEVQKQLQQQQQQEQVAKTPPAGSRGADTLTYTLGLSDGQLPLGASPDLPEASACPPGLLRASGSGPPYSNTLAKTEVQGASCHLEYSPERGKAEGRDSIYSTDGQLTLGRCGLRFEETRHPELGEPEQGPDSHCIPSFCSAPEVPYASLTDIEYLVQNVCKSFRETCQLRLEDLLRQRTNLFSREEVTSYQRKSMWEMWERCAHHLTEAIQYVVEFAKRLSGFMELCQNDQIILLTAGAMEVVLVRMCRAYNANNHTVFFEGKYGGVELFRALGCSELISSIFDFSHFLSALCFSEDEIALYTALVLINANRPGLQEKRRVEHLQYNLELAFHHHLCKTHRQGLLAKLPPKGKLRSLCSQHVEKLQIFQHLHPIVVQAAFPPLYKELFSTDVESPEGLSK
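Using a luciferase readout, inhibitors were identified by reduced reporter activity in Drosophila cells coexpressing a copper-inducible Gal4–ROR gamma fusion and UAS-driven Photinus luciferase, incubated 20 hr after 700 uM copper sulfate.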
Rab9 prom act: activators of Rab9 promoter; Huh7 Rab9 promoter-luciferase reporter, luminescence, 24 h; Potency, µM (top dose mostly 9.22 µM), for the others: at the highest dose activation, negative = inhibition, actives largely listed as activators; hit rate 2.8% among 320,000; AID 485297; further: potency means the concentration at half of the fitted maximal effect; % of control where 0% means no effect; nearly all actives have a fitted effect of over 60% in size
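Quantitative HTS format; Huh7 Rab9-luciferase reporter cells (1500/well) receive compound 2 h post-plating, incubate 24 h at 37 °C, then get luciferase reagent for 10 min before luminescence reading.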
uPA surface inh: cell surface uPA generation inhibition | Potency, µM (doses to about 38.3 µM), for the others: at the top dose activity change, negative = inhibition, hits mostly inhibitors | cell surface uPA generation assay, qHTS | hit rate 0.31% among 330,000 | AID 540303; active means well fitted inhibition curve with a large enough effect; inconclusive means small, poorly fitted or top-dose-only effect; inactive means no such curve, though single readings can be large or run the other way; tested in mouse RAW 264.7 cells; further: potency means the concentration at half of the fitted maximal effect; on the % scale 0 is the no-effect control and ±100 the full control effect; nearly all actives have a fitted effect of over 55% in size
KCNH2 3.1 block: blocks the human KCNH2 3.1 channel isoform; U2OS KCNH2 3.1, thallium flux FluxOr; active compounds read low; activity change, % (tested at about 1.8 µM); hit rate 0.95% among 340,000; AID 720553;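 active means maximum activity change below -70%; inconclusive means maximum activity change from -70% to -50%; inactive means maximum activity change above -50%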;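 further: thallium influx rate constant from kinetic fluorescence after stimulation buffer; on the % scale 0 is the no-effect control and ±100 the full control effect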
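Kinetic fluorescence (2 min after stimulation buffer) measures Tl+ influx through KCNH2 3.1 expressed by viral transduction in U2OS cells; the rate constant is normalized against DMSO controls serving as positive and negative references.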
Giardia killer: kills Giardia lamblia; activity change, % at 7.66 µM, hits read low; hit rate 0.15% among 340,000; AID 540267; Giardia lamblia trophozoite viability; in the data active means activity change below about -80%; inconclusive means between about -30% and that limit;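 further: parasites exposed to compound for two days anaerobically before the ATP read; on the % scale 0 is the no-effect control and ±100 the full control effect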
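Trophozoites 100 cells/well + cpd; 48 hrs, 37 deg C, anaerobic. ATPLite 1-Step added, 15-30 min RT, luminescence read (ATP-based viability).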
VP16 counter: Gal4-VP16 reporter inhibition counter-screen | hit rate 3.5% among 310,000 | Potency, µM (series often up to 53.6 µM), for the others: at the highest dose activity, negative = inhibition, most hits filed as inhibitors | Drosophila S2 Gal4-VP16 UAS-luciferase, luminescence, 20 h;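 further: Gal4-VP16 expression switched on by copper sulfate through the metallothionein promoter; potency means the concentration at half of the fitted maximal effect; on the % scale 0 is the no-effect control and ±100 the full control effect; nearly all actives have a fitted effect of over 50% in size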
ELG1 genotox: induces genotoxicity in HEK293T cells with luciferase-tagged ELG1 | HEK293T ELG1-luciferase reporter, luminescence, 16 h | Potency, µM (titrated, usually from 46 µM), for the others: at the highest dose activity change, positive = activation, most hits filed as activators | hit rate 1.3% among 330,000 | AID 504466; further: potency means the concentration at half of the fitted maximal effect; % of control where 0% means no effect; nearly all actives have a fitted effect of over 60% in size
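Genotoxic stress is detected as increased luminescence from luciferase-tagged ELG1 in HEK293T cells, measured with ONE-Glo after a 16 hr treatment at 37 °C.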
Starred values were filed as active, the others as inactive; ? = inconclusive; . = not tested or not shown; [ ] = dose if it differs, or a comment. Unless noted, the call rests on the fitted dose curve; in most records, active means well fitted curve in the direction sought with a large enough effect; inconclusive means small, poorly fitted or top-dose-only effect, or another doubt; inactive means no such curve, though single readings can be large; an effect the other way counts as inactive or inconclusive.

SMILES | NPC1 prom act | Tb PFK block | Coupling enz | FLuc modulator | RORgamma inh | Rab9 prom act | uPA surface inh | KCNH2 3.1 block | Giardia killer | VP16 counter | ELG1 genotox
O=C1NC(=Nc2ccccc2Cl)S/C1=C\c1cc([N+](=O)[O-])ccc1O | 9% | -15% | 9 | ? | 23% | 0% | ? | 4 | -8 | -5% | 0%
CC(C)c1c(C(=O)N/N=C/c2c[nH]c3ccccc23)nnn1-c1nonc1N | -1% | 2% | . | ? | 2% | -6% | -2% | -4 | -19 | -4% | -9%
COc1cc(C(=O)N/C(=C\c2cn(C)c3ccccc23)C(=O)NCCN2CCOCC2)cc(OC)c1OC | 3% | 0% | . | 2% | -13% | -4% | -10% | -3 | -7 | 2% | 1%
Cc1ccc2nc(NC(=O)CN3C(=O)NC4(CCCCC4)C3=O)sc2c1 | 1% | 1% | . | 5.4µM* | . | 12% | -22% | -1 | 6 | . | -2%
O=C(Nc1ccc(Cl)c(C(=O)N2CCOCC2)c1)c1ccccc1 | -2% | 4% | -2 | ? | -3% | -1% | 3% | -4 | -13 | 1% | -3%
COc1ccc2nc(Nc3sc4c(c3C(N)=O)CCCC4)sc2c1 | 8% | 0% | 3 | 11µM* | 1.4µM* | 3% | -6% | 3 | 13 | 3.5µM* | 17%
CO/N=C(/CS(=O)(=O)c1ccc(C)cc1)c1ccc(OC)cc1 | 1% | 2% | -5 | 4% | 8% | 7% | -4% | 1 | 2 | 17% | 3%
COc1ccc(Cc2nnc(SCC(=O)N(c3ccccc3)C(C)C)n(N)c2=O)cc1 | -1% | -2% | . | 2% | . | 0% | -4% | -11 | -12 | . | -5%
COC(=O)c1c(NC(=O)CSc2nnc(CNc3ccc(Cl)cc3)o2)sc(C)c1C | 4% | -6% | 0 | 1% | 22% | -10% | 18% | -12 | -15 | 5% | -15%
CCC(=O)Nc1ccc(-c2csc(NNC(C)=O)n2)cc1 | -5% | 0% | 1 | -7% | 22% | -3% | 3% | 0 | 15 | -3% | 0%

Full records, looked up by structure. Values in the order: NPC1 prom act	Tb PFK block	Coupling enz	FLuc modulator	RORgamma inh	Rab9 prom act	uPA surface inh	KCNH2 3.1 block	Giardia killer	VP16 counter	ELG1 genotox
Listed for COc1cc(C(=O)N/C(=C\c2cn(C)c3ccccc23)C(=O)NCCN2CCOCC2)cc(OC)c1OC = 3%	0%	.	2%	-13%	-4%	-10%	-3	-7	2%	1%
Listed for CO/N=C(/CS(=O)(=O)c1ccc(C)cc1)c1ccc(OC)cc1 = 1%	2%	-5	4%	8%	7%	-4%	1	2	17%	3%
Listed for O=C(Nc1ccc(Cl)c(C(=O)N2CCOCC2)c1)c1ccccc1 = -2%	4%	-2	?	-3%	-1%	3%	-4	-13	1%	-3%
Listed for COC(=O)c1c(NC(=O)CSc2nnc(CNc3ccc(Cl)cc3)o2)sc(C)c1C = 4%	-6%	0	1%	22%	-10%	18%	-12	-15	5%	-15%
Listed for Cc1ccc2nc(NC(=O)CN3C(=O)NC4(CCCCC4)C3=O)sc2c1 = 1%	1%	.	5.4µM*	.	12%	-22%	-1	6	.	-2%

Later entries.
SMILES | NPC1 prom act | Tb PFK block | Coupling enz | FLuc modulator | RORgamma inh | Rab9 prom act | uPA surface inh | KCNH2 3.1 block | Giardia killer | VP16 counter | ELG1 genotox
CCCNc1nc2nc3ccccn3c(=O)c2cc1C(=O)NCCN1CCOCC1 | -1% | -1% | 1 | 1% | -6% | 5% | -2% | 25 | -20 | 2% | 1%
O=C(NCc1ccccc1)C(c1ccccc1F)N(CC1CCCO1)C(=O)c1ccccn1 (stereo not given) | 0% | 3% | -2 | 2% | -29% | -3% | -2% | -19 | 11 | -7% | -3%
CSc1nc(N)nc(SCCS(=O)(=O)c2ccc(Cl)cc2)c1C#N | -3% | -3% | -1 | 2% | ? | 1% | ? | -27 | 3 | -11% | 3%
Cc1ccc(C(=O)N/N=C\c2ccncc2)s1 | 21% | 1% | . | ? | -36% | 22% | 2% | 9 | -21 | 4% | ?
Cc1cccc(C(=O)Nc2ccccc2SCC2CSc3nc4ccccc4c(=O)n32)c1 (stereo not given) | 3% | -11% | -2 | 0% | 30% | -7% | 4% | -30 | 9 | -7%[0.365 µM] | -25%
COc1ccc(Cl)cc1NS(=O)(=O)c1ccc(OC)c(OC)c1 | -7% | 3% | -3 | 4% | 31% | 11% | -4% | -2 | 0 | -2% | -2%
CCc1noc(C)c1C(=O)N1CCCC(N2CCN(c3ccccc3F)CC2)C1 (stereo not given) | 0% | -2% | . | 6% | -26% | -1% | -1% | -3 | 0 | -5% | 0%
COc1cc(C(=O)NNC(=O)c2ccccc2Br)ccc1OCC(=O)N1CCOCC1 | 0% | 2% | . | -1% | . | -1% | 15% | -10 | 4 | . | -4%
Cc1cccc(OCC(=O)OC(C)C(=O)Nc2ccc(Cl)cn2)c1 (stereo not given) | -6% | 7% | . | 0% | . | -4% | 0% | -8 | -6 | . | 3%
COc1ccc(S(=O)(=O)N(C)C)cc1NC(=O)CSc1nnc(-c2cccnc2)o1 | 4% | -2% | -5 | -2% | -17% | 0% | -2% | -1 | 7 | -4% | 3%
O=C(NCCCNC(=O)c1ccccn1)c1ccc(Br)cc1 | -6% | 3% | 0 | 4% | -29% | 6% | 1% | 1 | 5 | -12% | -4%
O=C(NCc1ccco1)c1cccc2c1C(=O)c1ccc(N3CCC(Cc4ccccc4)CC3)cc1S2(=O)=O | . | 4% | . | . | . | . | ? | -13 | 2 | . | -6%
Cc1ccc(S(=O)(=O)N(C)CC(=O)NCC(=O)Nc2ccc(F)c(F)c2F)cc1 | . | -7% | . | . | . | . | -3% | -4 | 4 | . | 1%
Cn1c(=O)oc2cc(S(=O)(=O)N3CCCC3)ccc21 | 4% | 2% | 2 | 1% | -9% | 2% | -10% | 15 | 42[activator] | 2% | 2%
CC(CCc1ccccc1)NC(=O)CN1CCN(c2ccc(O)cc2)CC1 (stereo not given) | 0% | -25% | -22 | 4% | -26% | -2% | -8% | -1 | 12 | 5% | -1%
COc1cc(CN(CCc2c(C)[nH]c3ccc(C)cc23)C(=S)NC(C)(C)C)cc(OC)c1OC | -6% | -4% | 0 | -19% | ? | -4% | -15% | 8 | -21 | -12% | -3%
Cc1ccccc1-c1nc2ccccc2[nH]1 | ? | -6% | 0 | 17µM* | -8% | ? | -5% | 0 | 19 | 1% | ?
CSc1ccc(C2C(C(=O)c3ccco3)=C(O)C(=O)N2c2nnc(SC)s2)cc1 (stereo not given) | 23% | ? | . | ? | 23% | 22% | ? | 7 | -17 | 3% | ?
Cc1ccccc1C(=O)Nc1cccc(-c2cn3ccccc3n2)c1 | 0% | 0% | 6 | 6.7µM* | -7% | 1% | -2% | -4 | 19 | 2%[10 µM] | -18%
COc1cccc(C2C(C(N)=O)=C(C)Nc3nc(-c4ccccc4Cl)nn32)c1 (stereo not given) | -4% | -4% | -5 | 1% | 24% | -1% | 9% | -3 | -14 | -14% | 18µM*
CCOc1ccccc1-n1c(CN2CCN(C(=O)c3ccco3)CC2)nc2ccccc2c1=O | -4% | 0% | 0 | 4% | -29% | -2% | . | -4 | 15 | 7% | -2%
Cc1ccc(S(=O)(=O)Nc2ccc(NC(=O)c3c(F)c(F)c(F)c(F)c3F)cc2)cc1 | -3% | -1% | -5 | -2% | 0% | -1% | ? | -15 | 3 | ? | -3%
Cc1c(C(=O)NCC2CCCO2)oc2ccc(S(=O)(=O)N3CC(C)CC(C)C3)cc12 (stereo not given) | -8% | -1% | -2 | 3% | 0% | 1% | -4% | 3 | -15 | -2% | -9%
COc1ccc(/C(C)=N/NC(=O)c2ccncc2)cc1[N+](=O)[O-] | 1% | 0% | -1 | 1% | -1%[1.91 µM] | 11% | 4% | 3 | -14 | 11% | 0%
COc1ccc(/C=C2\SC(=O)N(CCNC(=O)Cc3coc4cc(OC)ccc34)C2=O)cc1 | 10% | -1% | 0 | -7% | ? | 24% | 1% | 1 | 3 | 10% | 6%
CC(c1ccccc1)n1cnc2ccccc2c1=O (stereo not given) | -1% | 1% | 3 | 2% | . | -1% | 1% | 4 | 13 | . | 2%
Cc1ccc(C)c(Sc2ccc(NC(=O)CCl)cc2)c1 | -17% | -1% | -1 | 1% | -14%[10 µM] | -6% | ? | -4 | ? | ? | 6%
